CCT modulator = modulators of cytosolic chaperonin (CCT/TRiC) activity; purified chaperonin ATPase assay, HTRF ADP detection, 30 min; activity change, % (test concentration not listed), hits read low; 360,000 compounds, 0.3% hits; AID 651819; in the data active means activity change below about -30%; further: on the % scale 0 is the no-effect control and ±100 the full control effect
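First, chaperonin was dispensed at 40 nM or 20 nM final depending on batch activity. Next, compounds were pinned at 76 uM and ATP added at 10 uM. After 30 min at 37 °C, ADP detection reagents ran 30 min at ambient temperature.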
PI5P4K alpha inh = inhibitors of human PI5P4K alpha | max response, % | PI5P4Kalpha enzyme, ADP-Glo luminescence, 60 min; stronger effect = lower value | 330,000 compounds, 1.2% hits | P48426 | AID 652105; active means max response of -50% or lower; inconclusive means between -30% and -50%; inactive means -30% or higher; further: value at the top dose of about 77 µM; on the % scale 0 is the no-effect control and ±100 the full control effect
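Quantitative HTS of the MLSMR library against PI5P4Kalpha with substrate. ATP added last at 5 microM final; room temperature, 60 minutes. Remaining ATP depleted, ADP converted and read as luminescence.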
Mm-Cpn inhibitor = blocks the Methanococcus maripaludis chaperonin Mm-Cpn; purified Mm-Cpn ATPase, ADP Transcreener TR-FRET; Potency, µM (doses to about 76.9 µM), for the others: top-dose activity, negative = inhibition, hits mostly inhibitors; 330,000 compounds, 0.031% hits; AID 504842; further: potency means the concentration at half of the fitted maximal effect; on the % scale 0 is the no-effect control and ±100 the full control effect; nearly all actives have a fitted effect of over 80% in size
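Measured: ADP formation by purified Mm-CPN. Conditions: 25 nM protein, 10 uM ATP, Tris pH 7.4 with Mg2+, K+ and DTT, 37°C for 30 min. Detection: Transcreener HTRF after 30 min at room temperature.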
EPAC1 ag = activates human EPAC1 exchange factor | O95398 | EPAC1 agonist qHTS, biochemical assay; response scale: 100% = response to 6.5 mM cAMP | Potency, µM (titrated, usually from 154 µM), for inactives: at the top dose activation, usual class: activators | 360,000 compounds, 0.073% hits | AID 720707; further: potency means the concentration at half of the fitted maximal effect; nearly all actives have a fitted effect of over 60% in size
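Nucleotide exchange assay: 100 nM EPAC1 with 250 nM Rap1B loaded with BODIPY-GDP and 50 uM GDP, room temperature. Fluorescence (480/540 nm) read every 5 min for 30 min; signal change normalized to 6.5 mM cAMP as full agonist.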
WRN inhibitor = WRN helicase (human) inhibition; Potency, µM (highest dose often 114 µM), for inactives: at the top dose activity change, negative = inhibition, usual class: inhibitors; Q14191; AID 651768; 360,000 compounds, 0.46% hits; WRN helicase unwinding, fluorescent forked duplex, kinetic; further: potency means the concentration at half of the fitted maximal effect; on the % scale 0 is the no-effect control and ±100 the full control effect; nearly all actives have a fitted effect of over 55% in size
Target sequence (Q14191 whole entry, looked up): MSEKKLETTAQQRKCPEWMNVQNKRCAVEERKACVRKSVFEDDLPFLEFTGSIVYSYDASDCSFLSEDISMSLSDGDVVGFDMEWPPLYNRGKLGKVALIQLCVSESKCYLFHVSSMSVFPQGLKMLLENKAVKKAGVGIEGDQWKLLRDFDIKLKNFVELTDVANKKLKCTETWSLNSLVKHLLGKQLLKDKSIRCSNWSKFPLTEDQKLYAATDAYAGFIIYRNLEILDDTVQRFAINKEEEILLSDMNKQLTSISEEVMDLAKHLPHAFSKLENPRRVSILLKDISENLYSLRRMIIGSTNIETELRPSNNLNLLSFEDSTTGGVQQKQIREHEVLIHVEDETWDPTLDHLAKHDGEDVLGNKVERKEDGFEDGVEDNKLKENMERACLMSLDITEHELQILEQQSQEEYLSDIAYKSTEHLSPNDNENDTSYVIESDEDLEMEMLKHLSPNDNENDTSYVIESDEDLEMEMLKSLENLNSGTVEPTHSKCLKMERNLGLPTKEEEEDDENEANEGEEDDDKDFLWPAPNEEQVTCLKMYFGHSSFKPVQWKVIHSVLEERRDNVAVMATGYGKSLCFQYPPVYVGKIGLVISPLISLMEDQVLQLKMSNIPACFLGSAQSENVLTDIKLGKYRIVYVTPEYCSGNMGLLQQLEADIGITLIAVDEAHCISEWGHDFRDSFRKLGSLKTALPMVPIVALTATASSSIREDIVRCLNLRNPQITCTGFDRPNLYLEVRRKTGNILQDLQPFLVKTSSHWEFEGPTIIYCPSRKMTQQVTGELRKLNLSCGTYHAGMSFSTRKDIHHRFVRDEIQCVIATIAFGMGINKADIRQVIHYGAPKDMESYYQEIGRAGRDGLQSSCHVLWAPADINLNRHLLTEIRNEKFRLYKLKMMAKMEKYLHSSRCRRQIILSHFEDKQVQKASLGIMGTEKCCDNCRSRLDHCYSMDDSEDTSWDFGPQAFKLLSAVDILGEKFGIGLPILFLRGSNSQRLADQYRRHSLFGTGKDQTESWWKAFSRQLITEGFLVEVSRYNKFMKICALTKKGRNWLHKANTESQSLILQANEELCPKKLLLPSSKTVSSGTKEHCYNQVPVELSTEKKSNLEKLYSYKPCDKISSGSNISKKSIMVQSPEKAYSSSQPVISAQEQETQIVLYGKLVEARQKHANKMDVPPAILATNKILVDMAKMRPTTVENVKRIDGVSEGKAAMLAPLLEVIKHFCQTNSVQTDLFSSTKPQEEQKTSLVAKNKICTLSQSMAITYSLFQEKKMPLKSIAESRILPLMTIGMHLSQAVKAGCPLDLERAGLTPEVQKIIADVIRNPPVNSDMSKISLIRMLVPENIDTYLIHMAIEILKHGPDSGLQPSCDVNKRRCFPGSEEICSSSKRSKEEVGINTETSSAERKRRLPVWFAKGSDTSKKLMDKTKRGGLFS
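WRN at 20 nM final preincubated with compound 15 min at room temperature; reaction started with 100 nM fluorophore/quencher forked duplex oligonucleotide and 2 mM ATP final. Unwinding followed kinetically by red fluorescence (ex 525, em 598 nm).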
PLK1 PBD inh = blocks phosphopeptide binding to human PLK1 polo-box domain; P53350; Plk1 PBD binding of FITC phosphopeptide, fluorescence polarization; Potency, µM, inactives show max response, negative = inhibition, actives largely listed as inhibitors; 360,000 compounds, 2.8% hits; further: potency means the concentration at half of the fitted maximal effect; series mostly up to about 57 µM; on the % scale 0 is the no-effect control and ±100 the full control effect; nearly all actives have a fitted effect of over 65% in size
EPAC2 antag = EPAC2 (human) antagonism; Potency, µM (series often up to 114 µM), for the others: at the highest dose activity, negative = inhibition, most hits filed as inhibitors; 360,000 compounds, 0.18% hits; EPAC2 GEF exchange of Rap1B-BODIPY-GDP, fluorescence; AID 720708; Q8WZA2; further: potency means the concentration at half of the fitted maximal effect; on the % scale 0 is the no-effect control and ±100 the full control effect; nearly all actives have a fitted effect of over 45% in size; many of its hits are not listed in these tables
EPAC1 antag = EPAC1 (human) antagonism. EPAC1 GEF assay, Rap1b-BODIPY-GDP exchange fluorescence. Potency, µM (titrated, usually from 115 µM), for inactives: at the top dose activity change, negative = inhibition, hits mostly inhibitors. 360,000 compounds, 0.14% hits. AID 720709;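 further: potency means the concentration at half of the fitted maximal effect; plate controls were vehicle for no effect and positive control for full effect; nearly all actives have a fitted effect of over 50% in size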
The depositor's hits bear a star; u = inconclusive; x = no result given; & = joins results of further samples; [ ] = another dose, or the depositor's remark. Unless noted, the call rests on the fitted dose curve; in most records, active means well fitted curve in the direction sought with a large enough effect; inconclusive means small, poorly fitted or top-dose-only effect, or another doubt; inactive means no such curve, though single readings can be large; an effect the other way counts as inactive or inconclusive. Some of the compounds tested, so the mix of outcomes need not match the whole.

cpd	SMILES	CCT modulator	PI5P4K alpha inh	Mm-Cpn inhibitor	EPAC1 ag	WRN inhibitor	PLK1 PBD inh	EPAC2 antag	EPAC1 antag
1	COC(=O)C(NC(=O)c1ccco1)(Nc1cc(C)ccn1)C(F)(F)F (stereo not drawn)	-0.5	6	-1%	-1%	4%	-9%	1%	-25%
2	O=C(CN1CCCCC1)Nc1ccc(C(F)(F)F)cc1Cl	-1.0	-8	0%	-10%	-1%	2%	2%	30%
3	O=C(Nc1ccccc1C(=O)O)c1ccc(CN2C(=O)c3ccccc3C2=O)cc1	-1.6	-53*	0%	9%	-13%[57.1 µM]	-5%	-11%	-16%
4	Nc1ncnn1Cc1ccccc1	-1.1	-4	x	2%	5%	1%	2%	9%
5	CCOc1ncccc1C(=O)OCC(=O)N1CCC(C)CC1	-3.2	4	0%	7%	8%	-8%	-3%	3%
6	COc1ccc(/C=N/N2C(=O)C3C4C=CC(CC4)C3C2=O)c(OC)c1 (stereo not drawn)	-3.1	-1	0%	0%	1%[57.1 µM]	2%	11%	13%
7	CCOC(=O)N1CCN(C(=O)COC(=O)c2ccc(S(=O)(=O)N(CC)CC)cc2)CC1	-1.3	-3	1%	1%	3%	1%	3%	11%
8	O=C(Nc1ccccc1CC[N+](=O)[O-])N1CCN(c2ccccc2)CC1	-1.8	-6	1%	1%	-12%	-13%	2%	-10%
9	COC(=O)CN(C#N)c1nc(N(C)C)nc(N(C)C)n1	1.0	1	2%	4%	-5%	-4%	-2%	4%
10	CC(C)CNC(=S)N1CCC(C(=O)c2ccc(F)cc2)CC1	0.7	-4	1%	-2%	1%	3%	-1%	7%
11	COc1ccc(CCN(C)C(=O)C2CCCN(Cc3ccc(OC)c(OC)c3)C2)cc1OC (stereo not drawn)	-0.7	0	-1%&-1%	8%	-7%	-8%	4%	4%
12	CC1(C)C(c2cccs2)=[N+]([O-])C2(CCCCC/C2=N\NC(N)=O)N1O (stereo not drawn)	-0.5	-2	3%	9%	6%	-10%	0%	0%
13	COc1ccccc1CN(Cc1nc2ccccc2c(=O)[nH]1)C(=O)Nc1ccccc1C	0.1	x	1%	6%	-1%	-8%	-4%	9%
14	CCC(C)[C@@H](C(=O)Nc1ccc2c(c1)OCO2)N1Cc2ccccc2C1=O (stereo partly drawn)	0.0	0	2%	-7%	0%	-7%	-4%	-3%
15	COc1cccc2cc(C(C)N(CCCN3CCOCC3)C(=S)Nc3ccccc3C)oc12 (stereo not drawn)	-0.9	-1	0%	7%	3%	-14%	-14%	u
16	COc1ccccc1/C=N/NC(=O)c1ccccc1Cl	-4.5	1	1%	10%	u	-13%	-2%	0%
17	CCOC(=O)c1ccc(NC(=O)CN2CCc3ccccc3C2)cc1	-0.9	0	1%	20%	-8%	-12%	-8%	-3%
18	Cc1cccc(NC(=O)NNC(=O)c2ccc3ccccc3c2)c1	0.4	-4	-5%	9%	-4%	-14%	1%	14%
19	O=C(OC1CCN(c2ncc(C(F)(F)F)cc2Cl)CC1)c1ccc(Cl)cc1	1.2	11	0%	0%	1%	0%	-5%	-15%
20	COc1cc(C(=O)NC2CC(C)(C)Cc3c2cnn3-c2ccccc2)cc(OC)c1OC (stereo not drawn)	3.2	-4	1%	-19%	0%	30µM*	3%	-20%
21	O=C(COC(=O)c1ccco1)NCCNC(=O)COC(=O)c1ccco1	-4.0	5	-1%	2%	-26%	-3%	1%	9%
22	COc1ccccc1N1CCN(C(=O)C(=O)N/N=C/c2cccc(O)c2)CC1	-0.8	x	-1%	4%	-5%	-5%	2%	5%
23	CN(C(=O)COC(=O)/C=C/c1cn(-c2ccccc2)nc1-c1ccc2c(c1)OCCO2)C1CCS(=O)(=O)C1 (stereo not drawn)	-14	0	-21%	5%	-30%	-11%	-2%	-27%
24	CCOC(=O)c1ccc(NC(=O)N2CCN(c3cccc(OC)c3)CC2)cc1	1.4	10	-7%	-12%	8%	0%	13%	-6%
25	O=C(C(=S)N1CCOCC1)c1c[nH]c2ccccc12	2.0	3	-12%	-3%	4%	-20%	19%	-16%
26	CN(NC(=O)C(C)(C)C)c1nc(-c2ccccc2)nnc1C(F)(F)F	-2.7	0	0%	2%	1%	1%	7%	13%
27	O=C(CNC(=O)c1ccccc1O)N/N=C/c1cc(Br)ccc1OC(=O)/C=C/c1ccco1	-4.9	-11	-5%	5%	-17%	-7%	-3%	-7%
28	CC12CCC(=O)N1C(C(=O)OCC(=O)Nc1ccc(S(N)(=O)=O)cc1)CS2 (stereo not drawn)	-0.8	-2	-1%	8%	-6%	-9%	-1%	7%
29	CCOc1cc(N2CCOCC2)c(OCC)cc1NC(=O)COC(=O)CCc1c[nH]c2ccccc12	-3.5	-2	-9%	-6%	-4%	-1%	-6%	-14%
30	Fc1ccccc1N1CCN(c2nc3ccccc3n3nnnc23)CC1	-3.8	5	-3%	12%	-14%	-15%	9%	-11%
31	CC1=C(C(=O)OC(C)C)C(c2ccco2)NC(=O)N1 (stereo not drawn)	-1.3	u	2%	-6%	-24%	-4%	12%	1%
32	COc1ccc(CNC(=O)CN2C(=O)CSc3ccc(S(=O)(=O)N4CCOCC4)cc32)cc1	0.6	-3	-1%	14%	4%	-13%	-1%	12%
33	c1ccc(-c2cn(CC3CCCCC3)nn2)cc1	0.7	4	2%	-22%	5%	-3%	5%	6%
34	CN(c1nc2ccccc2[nH]c1=O)C1CCCCC1	-1.1	-1	2%	-3%	-7%	-4%	-15%	7%
35	COc1ccc(C(=O)c2c3ccc(C(F)(F)F)cc3[n+]([O-])n2CCCC(N)=O)cc1	-1.4	8	0%	-11%	-25%	-17%	-5%	5%
36	O=c1cc(CN2CCN(c3ccccc3F)CC2)c2cc(O)c(-c3ccccc3)cc2o1	-4.2	-16	-2%	7%	-1%	u	-11%	-6%
37	O=C(CSc1nc2[nH]ncc2c(=O)[nH]1)NCCc1ccccc1	-7.3	0	4%	7%	4%	1%	15%	-28%
38	Cc1ccc(C(C)(C)C)cc1S(=O)(=O)N1CC(=O)Nc2ccccc21	1.7	5	1%	-9%	-20%	-7%	u	-24%
39	COc1ccccc1-n1cnnc1SCC(=O)Nc1cc(C)on1	1.7	-4	0%	-9%	0%	-12%	21%	-8%
40	COc1ccc(Br)cc1CNC(C)c1ccccc1 (stereo not drawn)	-2.8	3	1%	-1%	-33%[57.1 µM]	-11%	13%	9%
41	COc1ccc(NC(=O)N(C)[C@H]2C[C@H]3c4[nH]c5ccccc5c4CCN3C(=O)[C@H]2CO)cc1	-0.4	-12	x	-9%	-1%	-13%	0%	9%
42	O=C(CO)N/N=C/c1c2ccccc2cc2ccccc12	-0.2	0	-6%	-18%	10%	u	-15%	-26%
43	Cc1ccc(-n2ncc3c(NCCCN4CCCC4=O)ncnc32)c(C)c1	-3.4	-8	-3%	1%	-24%	-6%	-2%	-3%
44	O=C(CN1C(=O)NC(Cc2c[nH]c3ccccc23)C1=O)Nc1cccc(S(=O)(=O)N2CCOCC2)c1 (stereo not drawn)	0.9	2	3%	-6%	4%	5%	0%	-20%
45	CC(OC(=O)CCCc1c[nH]c2ccccc12)C(=O)Nc1ccc(S(N)(=O)=O)cc1 (stereo not drawn)	-1.1	5	-1%	3%	-9%	2%	-1%	-3%
46	O=C(Nc1cccc(Cl)c1Cl)c1csc([C@H]2C[C@H](O)[C@@H](CO)O2)n1	0.0	3	x	-10%	0%	-9%	-8%	-27%
47	COc1ccc(CNC(=O)CC2C[C@H](C(=O)N(C(C)C)C(C)C)[C@@]3(C)c4[nH]c5ccccc5c4CCN3C2=O)cc1OC (stereo partly drawn)	-47*	2	-1%	-9%	-6%	2%	17%	-13%
48	COc1ccc2oc(=N)c(C(=O)Nc3ccc(Cl)cc3)cc2c1	0.1	7	1%	-7%	11%	3%	16%	7%
49	O=C(O)CN1CCN(Cc2ccccc2Cl)C1=O	0.5	x	3%	6%	-5%	2%	0%	-7%
50	Cc1ccc2cc(CN(CCN(C)C)C(=S)Nc3ccccc3)c(=O)[nH]c2c1C	-6.8	0	2%	9%	-26%	-13%	2%	-4%
51	Cn1c(=O)c2c(nc(Sc3ncnn3CC(=O)N3CCOCC3)n2C)n(C)c1=O	-1.2	2	0%	-2%	1%	1%	9%	-12%
52	O=C(O)CCCN=C1NC2(CCCC2)Cc2ccccc21	-1.0	1	0%	-2%	-4%	0%	-3%	4%
53	NC(=O)c1ccc(NC(=O)CN2CCN(S(=O)(=O)c3ccc4ccccc4c3)CC2)cc1	-0.5	6	-21%	0%	-2%	2%	-4%	-8%

Exported with one line to a screen: part of the list above.
#45 CC(OC(=O)CCCc1c[nH]c2ccccc12)C(=O)Nc1ccc(S(N)(=O)=O)cc1 (stereo not drawn)
#46 O=C(Nc1cccc(Cl)c1Cl)c1csc([C@H]2C[C@H](O)[C@@H](CO)O2)n1
#47 COc1ccc(CNC(=O)CC2C[C@H](C(=O)N(C(C)C)C(C)C)[C@@]3(C)c4[nH]c5ccccc5c4CCN3C2=O)cc1OC (stereo partly drawn)
#48 COc1ccc2oc(=N)c(C(=O)Nc3ccc(Cl)cc3)cc2c1
#49 O=C(O)CN1CCN(Cc2ccccc2Cl)C1=O
#50 Cc1ccc2cc(CN(CCN(C)C)C(=S)Nc3ccccc3)c(=O)[nH]c2c1C
#51 Cn1c(=O)c2c(nc(Sc3ncnn3CC(=O)N3CCOCC3)n2C)n(C)c1=O

Screen / compound no.	45	46	47	48	49	50	51
CCT modulator	-1.1	0.0	-47*	0.1	0.5	-6.8	-1.2
PI5P4K alpha inh	5	3	2	7	x	0	2
Mm-Cpn inhibitor	-1%	x	-1%	1%	3%	2%	0%
EPAC1 ag	3%	-10%	-9%	-7%	6%	9%	-2%
WRN inhibitor	-9%	0%	-6%	11%	-5%	-26%	1%
PLK1 PBD inh	2%	-9%	2%	3%	2%	-13%	1%
EPAC2 antag	-1%	-8%	17%	16%	0%	2%	9%
EPAC1 antag	-3%	-27%	-13%	7%	-7%	-4%	-12%

#52 O=C(O)CCCN=C1NC2(CCCC2)Cc2ccccc21
#53 NC(=O)c1ccc(NC(=O)CN2CCN(S(=O)(=O)c3ccc4ccccc4c3)CC2)cc1

Screen / compound no.	52	53
CCT modulator	-1.0	-0.5
PI5P4K alpha inh	1	6
Mm-Cpn inhibitor	0%	-21%
EPAC1 ag	-2%	0%
WRN inhibitor	-4%	-2%
PLK1 PBD inh	0%	2%
EPAC2 antag	-3%	-4%
EPAC1 antag	4%	-8%

Compound activity (PubChem BioAssay)
